Source: PubChem (several laboratories)
M1AAP inhibition: P. falciparum M1AAP inhibitors, biochemical, fluorogenic H-Leu-NHMec substrate, 1536-well (AID 1445) | recombinant M1AAP, H-Leu-NHMec fluorogenic kinetic assay; higher % means a stronger effect | inhibition, % at 30 µM; hits with a dose series show IC50 in µM | actives 0.42% (n = 220,000);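 active means primary inhibition above the hit cutoff, then over 50% inhibition at one or more dose response concentrations, cut at about 23% in these data, passing the limit was not always enough; inconclusive means conflicting primary data, or primary hits not chosen for dose response; inactive means low primary inhibition, or under 50% at every dose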;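 further: plate controls were DMSO full reaction for no effect and no enzyme background for full effect; strong numbers were not always called active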
PMI inhibition: human PMI inhibitors, high substrate, primary screen, biochemical, fluorescence intensity, high mannose 6-phosphate (AID 1220) | recombinant PMI enzyme, coupled fluorescence intensity; higher % means a stronger effect | inhibition, % at 20 µM; hits with a dose series show IC50 in µM | actives 0.66% (n = 190,000)
K1F lysis inhibition: inhibition of K1F phage lysis, E. coli UTI89, bacterial capsule biogenesis inhibitors, alamar blue (AID 488966). E. coli UTI89 K1F phage lysis, alamar blue, 2 h; higher % means a stronger effect. inhibition, % at 100 µM; hits with a dose series show IC50 in µM. actives 0.02% (n = 340,000);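 active means phage lysis inhibition, versus mean bacterial control, above a set limit; inconclusive means no clear call, values can overlap the other calls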;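 further: capsule biogenesis inhibitors block K1F phage lysis so surviving cells raise fluorescence; higher fluorescence means more inhibition of phage lysis; actives were called in the ten point dose series up to 300 µM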
TNAP activators: stimulation of alkaline phosphatase TNAP activity – biochemical, luminescent, no phosphate acceptor, uHTS, primary screen (AID 1001) | activation fold at 20 µM; hits with a dose series show EC50 in µM | purified TNAP, luminescent activation assay, no phosphate acceptor; higher activation fold means a stronger effect | actives 0.03% (n = 200,000); in the data active means activation fold from about 3, or a potency from the dose series; inactive means the rest, 99 in 100 with activation fold below about 1.6; further: many of its hits are not listed in these tables
P. falciparum M17LAP: P. falciparum M17LAP inhibitors, primary screen, biochemical, fluorogenic H-Leu-NHMec substrate, 1536-well (AID 1619) | inhibition, % at 30 µM; hits with a dose series show IC50 in µM | recombinant M17LAP, H-Leu-NHMec fluorogenic kinetic assay; higher % means a stronger effect | actives 0.38% (n = 220,000);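 active means compound inhibiting the enzyme by more than half at any dose during confirmatory dose-response retesting; inconclusive means strong single-dose inhibitors picked by rank but not retested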;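 further: plate controls were full reaction with DMSO carrier for no effect and no enzyme background for full effect; strong numbers were not always called active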
XIAP displacement: XIAP antagonists, biochemical, IAP family, fluorescence polarization (AID 1018). XIAP BIR domain, fluorescence polarization peptide displacement; higher % means a stronger effect. displacement, % at 20 µM; hits with a dose series show IC50 in µM. actives 0.007% (n = 200,000); in the data active means displacement above about 50%; further: a part of the inactive calls stands beside numbers as strong as those of hits
Lipid droplet: hepatic lipid droplet formation modulation; actives 0.4% (n = 240,000); inhibition, % at 6.5 µM; AID 1656; AML12 mouse hepatocytes, oleate lipid droplets, BODIPY imaging;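 active means lipid droplet intensity inhibited by at least 50%, with more than 500 cells counted; inconclusive means wells with under 300 cells, treated as cytotoxic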
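Material: mouse AML12 hepatocyte cell line, fixed after treatment; Timing: compound with oleate, overnight; Technique: high-content imaging of BODIPY-stained droplets and DAPI nuclei; Probe or stimulus: oleate, 100 µM final; Dosing: compound at 6.5 µM only.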
Siah-1 displacement: blockers of Siah-1 interaction with plectin peptide – biochemical, fluorescence polarization, rhodamine-plectin, uHTS, primary screen (AID 1817) | actives 0.02% (n = 290,000) | Siah-1 / rhodamine-plectin peptide fluorescence polarization; higher % means a stronger effect | displacement, % at 20 µM; hits with a dose series show IC50 in µM;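 active means displacement of at least 50% at 20 µM, with a fluorescence ratio check between 0.3 and a set limit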;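 further: plate controls were Siah plus tracer with DMSO for no effect and tracer alone without Siah for full effect; strong numbers were not always called active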
PMI inhibitors: MPI enzyme activity inhibition – biochemical, fluorescence intensity, coupled assay, primary screen (AID 1209); purified PMI enzyme, coupled fluorescence intensity; higher % means a stronger effect; inhibition, % at 20 µM; hits with a dose series show IC50 in µM; actives 0.42% (n = 190,000);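 further: plate controls were DMSO vehicle for no effect and wells lacking substrate for full effect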
Lipid droplet cells 6.5 µM: also measured in Lipid droplet; calls as there; cell count; measured here: cell count, cytotoxicity flag;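 cells counted across two imaged fields per well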
An asterisk follows results filed as active; ? = inconclusive; . = no result given; [ ] = remark or other dose. Unless noted, no stated cut-off is given here; in the data, active means inhibition above about 50%; inactive means the rest.

no.	Molecule	M1AAP inhibition	PMI inhibition	K1F lysis inhibition	TNAP activators	P. falciparum M17LAP	XIAP displacement	Lipid droplet	Lipid droplet cells 6.5 µM	Siah-1 displacement	PMI inhibitors
1	CN(C)C(=O)/C=C\c1cn(-c2ccccc2)nc1-c1ccc2c(c1)OCCO2	4%	22%	-0.4%	1.1	0%	-6.6%	7	661	0%	15%
2	CC(=NCCN1CCN(C(C)=C2C(=O)c3ccccc3C2=O)CC1)C1=C(O)CC(C)(C)CC1=O	9%	5%	1.4%[50 µM]	1.1	4%	-2.9%	-17	594	2%	-2%
3	Cc1cc(NC(=O)NC2CCCN2S(=O)(=O)c2ccc(Cl)cc2)no1 (stereo not given)	16%	10%	-0.1%	1.1	8%	-1.3%	.	.	4%	7%
4	COc1ccc(-c2noc(CN3C(=O)c4ccccc4C3=O)n2)cc1	8%	13%	0.3%	1.1	14%	-5.0%	-5	654	2%	14%
5	Cc1cc(NC(=O)CCN2C(=O)/C(=C/c3ccccc3F)SC2=S)no1	-3%	46%	.	1	-4%	-1.9%	11	720	-2%	-1%
6	Cc1noc2ncnc(SCc3ccc(C(F)(F)F)cc3)c12	4%	.	0.7%	.	-5%	.	-4	705	14%	.
7	O=C(O)c1ccc(Nc2cnc3ccccc3n2)cc1	3%	-7%	0.2%	1	14%	-7.3%	1	712	11%	-7%
8	CC1CCCN(C(=O)COc2ccc(-c3ccccc3)cc2)C1 (stereo not given)	8%	-4%	0.3%	1.2	6%	-0.7%	11	698	0%	-9%
9	CCOC(=O)c1cnc2ccc(Br)cc2c1NCCO	10%	15%	0.5%	1.1	0%	-2.7%	2	692	4%	17%
10	CC(C)CC(NC(=O)C(NC(=O)OC(C)(C)C)C(C)C)C(=O)N1CCCC1C(N)=O (stereo not given)	0%	10%	0.2%	1.1	-5%	-2.0%	.	.	2%	4%
11	CCCCC(c1nnnn1CC1CCCO1)N1CCN(Cc2ccccc2)CC1 (stereo not given)	-1%	-18%	4.7%	1.1	11%	3.0%	0	648	8%	-23%
12	COc1ccc(-c2csc3nc(C)n(-n4cccc4)c(=O)c23)cc1OC	8%	-4%	0.2%	1	0%	-4.5%	-7	761	2%	0%
13	O=C(/C=C/c1ccco1)Nc1cccc2cccnc12	18%	29%	0.3%	1.1	4%	-7.5%	-10	638	65%	-11%
14	COc1ccc(C2CC(c3ccccc3)=NN2C(=O)CN2CCN(Cc3ccccc3)CC2)cc1 (stereo not given)	2%	-5%	-0.3%	1.1	-8%	-3.3%	33	680	5%	-3%
15	NCCc1nnc(SCc2c(F)cccc2Cl)o1	7%	0%	1.7%	1.1	0%	-0.4%	.	.	-4%	1%
16	Oc1ccccc1-c1nc(N2CCN(Cc3ccccc3)CC2)c2ccccc2n1	4%	11%	3.8%	1.1	8%	-18%	.	.	2%	7%
17	Cc1ccc(OCC(=O)N/N=C/c2cn[nH]c2-c2ccc(Cl)c(Cl)c2)cc1	4%	4%	-0.8%	1	10%	-18%	.	.	-1%	-1%
18	CCCCNC(=O)Nc1nnc(-c2ccccc2)o1	-14%	-11%	0.9%	0.9	4%	-4.5%	-2	737	-4%	-7%
19	CCOC(=O)N1CCC(NC(=O)CCc2nc(-c3ccc(C)cc3)no2)CC1	2%	18%	8.0%	1	6%	-2.4%	.	.	-6%	-1%
20	COc1ccccc1C(O)Cc1nc2ccccc2n1C (stereo not given)	9%	3%	0.1%	1.1	10%	-3.6%	14	807	-1%	8%
21	CN(C)S(=O)(=O)c1ccc(C(=O)NCCOc2ccccc2)cc1	0%	-3%	0.2%	1	-8%	-2.4%	12	750	4%	0%
22	CCCCNC(=O)CCC(=O)Nc1ccc2nc(N3CCC(C)CC3)cc(C)c2c1	1%	1%	0.0%	0.9	1%	-5.0%	8	670	-3%	-7%
23	COc1ccc(NC(=O)C2=Cc3cccc(OC)c3OC2)cc1	5%	22%	0.3%	1	3%	-1.1%	1	703	1%	20%
24	O=C(Nc1ccccc1N1CCOCC1)c1ccc(N2CCOCC2)c([N+](=O)[O-])c1	4%	-1%	0.2%	1	7%	-4.4%	2	669	-10%	0%
25	CCCCOc1cccc(NC(=O)CSc2nncn2C)c1	7%	7%	0.4%	1.1	17%	-19%	17	681	-5%	-3%
26	COc1ccc(CCCc2nnc(SCC(=O)NN)o2)cc1	19%	-2%	0.4%	1	-1%	-3.2%	0	636	2%	-1%
27	C=CCNC(=O)c1ccccc1NC(=O)Cc1ccccc1[N+](=O)[O-]	-4%	14%	2.9%[50 µM]	1.1	4%	-8.9%	4	599	0%	21%
28	CCc1ccc(C2=NN(C(C)=O)C(c3ccco3)C2)cc1 (stereo not given)	0%	-3%	-1.9%	1	0%	-1.9%	20	690	1%	-9%
29	Cc1cc(/C=C(/C#N)C(=O)Nc2ccc(Cl)cc2)c(C)n1-c1cccnc1	0%	-2%	0.0%[50 µM]	1	-11%	-13%	11	613	9%	7%
30	C=CCn1c(Oc2cc(C)ccc2C)nc2c1c(=O)n(C)c(=O)n2C	3%	-4%	2.1%	1	-5%	-0.1%	-20	738	0%	0%
31	COc1ccc(C(=O)CCN2CCN(c3ccccc3OC)CC2)cc1	4%	-4%	0.1%	1	4%	-9.4%	5	670	-4%	-14%
32	O=C(Nc1cnc2sccn2c1=O)c1ccc(Cl)cc1Cl	5%	-10%	-0.5%	1.1	-6%	-3.9%	1	781	15%	-8%
33	C/C(=N\NC(=O)CNc1ccccc1)c1ccccc1	1%	9%	-0.1%	1	-13%	-5.1%	5	778	1%	12%
34	CCOC(=O)CSc1nnc(Cc2ccccc2)n1Cc1ccco1	1%	0%	-3.0%	1.1	-7%	-1.1%	.	.	-2%	-1%
35	COc1ccc2c(c1)c(C(=O)CN1CCC(C(N)=O)CC1)c(C)n2C	4%	8%	0.9%	1.1	-3%	-4.9%	.	.	-1%	8%
36	Cc1c(/C=N\NC(=O)C2COc3ccccc3O2)c2ccccc2n1C (stereo not given)	7%	-7%	6.5%	1	20%	0.1%	?	.	-4%	5%
37	CC(C)(C)C(=O)/C=C1\NC(=O)CS1	-2%	1%	0.6%	1	5%	-7.5%	8	718	2%	0%
38	COc1ccccc1N1CCN(C(=O)/C=C/c2ccc(C)cc2)CC1	-3%	-14%	0.9%[50 µM]	1	-24%	-17%	15	717	2%	-7%
39	O=C(NCCCN1CCCC1)c1ccc2c(c1)N(Cc1ccccc1)CCS2	17%	.	0.2%	.	-71%	.	7	702	2%	.
40	CCN1C(=O)/C(=C\c2nc3ccccc3c(=O)n2-c2ccccc2)c2ccccc21	3%	-8%	6.2%	1	-4%	-0.7%	-2	642	8%	13%
41	COc1ccccc1CNC(=O)CCNS(=O)(=O)c1cccc2nsnc12	8%	0%	4.8%	1.1	4%	-23%	-13	774	-1%	7%
42	CSc1nnc([C@H](C)NC(=O)OC(C)(C)C)o1	1%	-1%	0.1%	1.1	4%	-2.6%	.	.	1%	-3%
43	O=C(CSc1nc2ccccc2o1)Nc1nncs1	8%	-1%	4.8%	1	11%	-1.6%	-35	773	1%	-6%
44	O=S(=O)(NCCSc1ccccc1)c1cccs1	-1%	10%	0.0%	1.2	5%	-5.1%	0	723	-1%	6%
45	CCN(CC)CCCN(C(=O)Cn1nnc(-c2ccc(OC)c(OC)c2)n1)C(C(=O)NC(C)(C)C)c1ccc(F)cc1 (stereo not given)	2%	14%	0.4%	1.2	5%	-9.6%	-7	703	-10%	6%
46	Cc1ccc(NC(=O)c2cc(-c3cccc(O)c3)on2)cc1C	-3%	5%	0.6%	1	-1%	-5.3%	.	.	4%	5%
47	FC(F)(F)c1cccnc1-n1cncn1	3%	.	-0.4%	.	3%	.	-25	709	15%	.
48	COc1cc(/C=N/N=C(N)N)ccc1OCc1ccc(Cl)cc1	16%	4%	1.1%	1	20%	3.2%	-23	639	-1%	8%
49	CC1CCN(C(=O)C(Cc2ccccc2)NS(=O)(=O)c2ccc3c(c2)oc(=O)n3C)CC1 (stereo not given)	7%	8%	-0.5%	1.1	8%	-4.1%	.	.	1%	14%
50	Cc1nnc(SCc2nc3ccccc3s2)n1N	7%	-6%	0.6%	1.1	5%	0.8%	22	703	44%	-8%
51	O=C(CN1CCC(NC(=O)c2ccco2)CC1)Nc1ccccc1[N+](=O)[O-]	17%	-1%	.	1.1	13%	-11%	-2	670	2%	-2%

Sorted by heavy-atom count (falling): part of the list above.
no.	Molecule	M1AAP inhibition	PMI inhibition	K1F lysis inhibition	TNAP activators	P. falciparum M17LAP	XIAP displacement	Lipid droplet	Lipid droplet cells 6.5 µM	Siah-1 displacement	PMI inhibitors
45	CCN(CC)CCCN(C(=O)Cn1nnc(-c2ccc(OC)c(OC)c2)n1)C(C(=O)NC(C)(C)C)c1ccc(F)cc1 (stereo not given)	2%	14%	0.4%	1.2	5%	-9.6%	-7	703	-10%	6%
51	O=C(CN1CCC(NC(=O)c2ccco2)CC1)Nc1ccccc1[N+](=O)[O-]	17%	-1%	.	1.1	13%	-11%	-2	670	2%	-2%
31	COc1ccc(C(=O)CCN2CCN(c3ccccc3OC)CC2)cc1	4%	-4%	0.1%	1	4%	-9.4%	5	670	-4%	-14%
30	C=CCn1c(Oc2cc(C)ccc2C)nc2c1c(=O)n(C)c(=O)n2C	3%	-4%	2.1%	1	-5%	-0.1%	-20	738	0%	0%
48	COc1cc(/C=N/N=C(N)N)ccc1OCc1ccc(Cl)cc1	16%	4%	1.1%	1	20%	3.2%	-23	639	-1%	8%
26	COc1ccc(CCCc2nnc(SCC(=O)NN)o2)cc1	19%	-2%	0.4%	1	-1%	-3.2%	0	636	2%	-1%
28	CCc1ccc(C2=NN(C(C)=O)C(c3ccco3)C2)cc1 (stereo not given)	0%	-3%	-1.9%	1	0%	-1.9%	20	690	1%	-9%
33	C/C(=N\NC(=O)CNc1ccccc1)c1ccccc1	1%	9%	-0.1%	1	-13%	-5.1%	5	778	1%	12%
42	CSc1nnc([C@H](C)NC(=O)OC(C)(C)C)o1	1%	-1%	0.1%	1.1	4%	-2.6%	.	.	1%	-3%
37	CC(C)(C)C(=O)/C=C1\NC(=O)CS1	-2%	1%	0.6%	1	5%	-7.5%	8	718	2%	0%

The order is random, and some 1.9% of all compounds hit somewhere here.
